# PPC-1+TRAIL kill = compounds killing PPC-1 cancer cells with TRAIL present (potentiator screen, no TRAIL-free arm) | 220,000 tested, 0.41% active | cell killing (% activity), % at 4 µM | AID 1443 | PPC-1 cells + TRAIL, ATPLite viability luminescence;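 active means cell killing above 50% in the first pass at 4 µM, then a duplicate retest at 5 µM averaging 50% or more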;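 further: plate controls were cells with TRAIL plus DMSO for no effect and medium-only wells lacking cells for full effect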
# EBV gp42 block = EBV gp42 inhibition. inhibition, % (tested at 21.74 µM). 220,000 tested, 0.42% active. Fluorescence polarization binding assay, mP read-out. AID 1085. Q1HVG2; in the data active means inhibition above about 50%
# Cl transport mod = KCC2 (human) Cl- transport modulation | Q9H2X9 | KCC2 cells, thallium flux FluoZin-2 fluorescence | B-score of Tl+ flux slope (higher = more flux/activation; lower = inhibition) at 10 µM | 190,000 tested, 2.2% active | AID 1456;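 active means thallium flux slope and its plate-corrected score both differing from the plate sample mean at a set confidence after two filtering rounds, in either direction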;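 further: slope of fluorescence scaled to starting intensity during 10 to 20 s after thallium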
# Target sequence (Q9H2X9 whole entry, looked up): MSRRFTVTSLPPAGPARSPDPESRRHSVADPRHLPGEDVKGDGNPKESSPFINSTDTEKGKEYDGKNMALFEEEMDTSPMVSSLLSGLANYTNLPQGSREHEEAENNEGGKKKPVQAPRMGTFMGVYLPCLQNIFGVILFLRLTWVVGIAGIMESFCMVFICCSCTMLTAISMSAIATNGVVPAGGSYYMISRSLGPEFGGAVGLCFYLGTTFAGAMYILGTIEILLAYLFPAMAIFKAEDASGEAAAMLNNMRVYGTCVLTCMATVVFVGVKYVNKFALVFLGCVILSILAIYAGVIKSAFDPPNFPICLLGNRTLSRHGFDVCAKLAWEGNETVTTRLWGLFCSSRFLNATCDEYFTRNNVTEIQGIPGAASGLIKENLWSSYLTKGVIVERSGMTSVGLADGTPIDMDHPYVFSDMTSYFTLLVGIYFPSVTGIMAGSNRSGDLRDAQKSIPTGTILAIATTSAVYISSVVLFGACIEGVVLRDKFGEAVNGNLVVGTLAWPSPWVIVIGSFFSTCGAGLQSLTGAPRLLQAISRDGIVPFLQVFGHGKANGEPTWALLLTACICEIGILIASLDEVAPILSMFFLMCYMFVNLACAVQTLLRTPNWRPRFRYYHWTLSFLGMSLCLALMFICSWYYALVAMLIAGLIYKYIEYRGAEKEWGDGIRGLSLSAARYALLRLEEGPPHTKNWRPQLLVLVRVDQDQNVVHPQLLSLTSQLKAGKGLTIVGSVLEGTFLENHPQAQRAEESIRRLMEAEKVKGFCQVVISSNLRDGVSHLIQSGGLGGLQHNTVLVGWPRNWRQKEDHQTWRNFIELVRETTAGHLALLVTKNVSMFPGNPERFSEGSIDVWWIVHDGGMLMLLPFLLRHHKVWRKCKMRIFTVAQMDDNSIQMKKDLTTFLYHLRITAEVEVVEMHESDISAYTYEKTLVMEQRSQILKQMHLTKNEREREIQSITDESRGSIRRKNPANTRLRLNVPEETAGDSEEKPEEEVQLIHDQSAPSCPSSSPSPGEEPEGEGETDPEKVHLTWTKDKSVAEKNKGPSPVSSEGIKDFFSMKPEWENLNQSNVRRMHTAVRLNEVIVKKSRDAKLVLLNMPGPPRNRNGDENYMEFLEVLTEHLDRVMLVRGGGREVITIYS
# zfTRPN1 agonist = agonists of zebrafish TRPN1 channel; HEK293 zebrafish TRPN1-YFP, Fluo-8 calcium fluorescence; 100% = response to 87 µM carbachol; activation, % at 3 µM; 220,000 tested, 0.18% active;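 active means activation above its plate's cutoff, the mean activation of test wells on that plate plus 3 SD, cut at about 19% in these data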;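 further: 0% = DMSO alone and 100% = 87 µM carbachol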
#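 Assay system: Zebrafish TRPN1-YFP in HEK293 cells | Incubation: Dye loading 1 h at 37 °C, then 30 min room temperature | Measured by: Kinetic Fluo-8 fluorescence, ex 470-495, em 515-575 nm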
# Thrombin inh = inhibitors of human thrombin. 220,000 tested, 0.26% active. alpha-thrombin, Boc-VPR-AMC fluorogenic substrate cleavage. inhibition, % at 5 µM. AID 1046. P00734;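 active means inhibition at or above 40%; inactive means inhibition below 40%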;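 further: 0% = enzyme with no compound and 100% = wells without enzyme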
#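 Material: human alpha-thrombin protein. Incubation: reaction at ambient temperature. Technique: fluorescence of released AMC, ex 355 nm, em 460 nm. Control set: no-compound enzyme wells and no-enzyme blanks. Also added: Boc-VPR-AMC substrate, 15 µM final. Buffer or medium: pH 7.5 Tris (50 mM) with NaCl 150 mM, Tween 20 0.05%.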
# Tb hexokinase = blocks Trypanosoma brucei hexokinase 1 activity; recombinant TbHK1, G6PDH-coupled NADH A340; inhibition, % at 10 µM; 220,000 tested, 0.11% active;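 active means inhibition of 50% or more in the single-dose primary screen; inactive means inhibition below 50%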
# Furin inhibitor = inhibitors of human furin | P09958 | purified furin, fluorogenic substrate cleavage | 220,000 tested, 0.061% active | inhibition, % at 30 µM; in the data active means inhibition above about 25%; further: inactives centre near -15
# TRPML3 ag = activates the human TRPML3 channel. Q8TDD5. HEK293 TRPML3-YFP, Fluo-8 calcium fluorescence; 100% = the carbachol control signal. activation, % at 3 µM. 220,000 tested, 0.29% active. AID 1448;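 active means activation above its plate's cutoff, the mean activation of the plate's test wells plus 3 SD, cut at about 12% in these data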;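 further: 0% = DMSO only wells and 100% = carbachol wells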
#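 Test system: TRPML3-YFP stable HEK293 cells. Doses: single point at 3 µM. Incubation: dye loading 1 h 37 °C then 30 min ambient, 125 s read. Signal: Fluo-8 calcium dye fluorescence, ex 470-495, em 515-575 nm. Measure: percent activation from peak-to-basal fluorescence ratio, scaled between DMSO and carbachol.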
# Calpain2 inh = inhibitors of pig calpain II; 220,000 tested, 0.37% active; inhibition, % at 16 µM; purified calpain II, fluorogenic peptide substrate, 30 min; AID 1236;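 active means inhibition above about 50%, limit read from the data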
# An asterisk follows results filed as active; · = no result given; [ ] = dose if it differs, or a comment.
no. | SMILES | PPC-1+TRAIL kill | EBV gp42 block | Cl transport mod | zfTRPN1 agonist | Thrombin inh | Tb hexokinase | Furin inhibitor | TRPML3 ag | Calpain2 inh
1 | CCOC(=O)CSC1=NC(=O)/C(=C/c2ccc(Br)cc2)S1 | -26 | -30 | 0.023 | 2.8 | -2 | -2 | -28 | 1.6 | -16
2 | C/C=C/Cn1c(SC)nc2c1c(=O)[nH]c(=O)n2C | 0 | -1 | 0.035 | 0.0 | 3 | 1 | -15 | 0.7 | 21
3 | CC(C)CCNC(=O)NC(=O)COC(=O)/C=C/c1cnc2ccccc2n1 | 18 | -14 | -1.7 | -0.3 | -5 | -14 | -20[20 µM] | 1.1 | -11
4 | O=C(Nc1ccc(NC(=O)c2cccs2)cn1)c1ccccc1 | 34 | 0 | 0.068 | 2.0 | -13 | -9 | -8 | 1.4 | -33
5 | O=C(O)CSCC(=O)Nc1ccccc1 | · | · | -0.015 | 0.6 | · | 7 | -6[20 µM] | 0.7 | ·
6 | Cc1cc2c(=O)oc(-c3ccccc3Br)nc2s1 | 15 | -6 | 0.47 | -2.9 | 2 | 3 | -18 | -0.1 | 0
7 | O=C(O)c1nccnc1C(=O)NCc1csc2ccc(Cl)cc12 | 7 | -7 | 0.084 | 0.9 | -2 | -11 | -5 | 0.6 | -8
8 | O=C(O)c1nc(N2CCCC2)ncc1Cl | 4 | -18 | 0.0086 | -0.2 | -8 | -10 | -11[20 µM] | 0.7 | 2
9 | Cc1ccsc1C1CC(=O)OC2=C1C(=O)CC(C)(C)C2 (stereo not drawn) | 3 | -8 | 0.067 | -0.1 | 2 | 2 | -12 | -0.2 | 30
10 | COc1ccccc1-c1noc(CSc2nc(N)cc(=O)[nH]2)n1 | 7 | 1 | -0.0025 | 0.7 | -5 | 3 | -37 | -0.7 | -32
11 | Cc1occc1C(=O)NN1C(=O)C2C3CCC(O3)C2C1=O (stereo not drawn) | 6 | 7 | 1.4 | 2.0 | -10 | -2 | -18 | 1.1 | 2
12 | CCOc1ccc(OCC)c(NC(=O)CCSCCc2ccccn2)c1 | 8 | -9 | -0.21 | -1.0 | -1 | -3 | -36 | -0.4 | 2
13 | Clc1ccc(C[n+]2cc(-c3ccc(Cl)cc3)n3c2CCC3)cc1 | 4 | -13 | 0.11 | 0.3 | 1 | 7 | -15 | 0.0 | 3
14 | COc1cc(/C=C2/N=C(C3CCCCC3)OC2=O)cc(OC)c1OC | 1 | -13 | 0.77 | -0.6 | 0 | 19 | -19[20 µM] | 0.6 | -22
15 | Cc1cccc(OCCNC(=S)NC(=O)c2cccnc2)c1 | 34 | -11 | 1.6 | -2.2 | 1 | 4 | -7 | -0.2 | -14
16 | COc1ccc(NC(=O)c2ccc(-c3ccc(OC)cc3)s2)cc1 | 12 | 1 | -0.0063 | 1.2 | -5 | -17 | -27 | 0.7 | 38
17 | COc1cc2[nH]c(=S)n(CCCN3CCOCC3)c(=O)c2cc1OC | 2 | -23 | · | 0.8 | 7 | -25 | -12[20 µM] | 1.5 | 18
18 | CCN(C(=O)c1cc2ccccc2oc1=O)c1cccc(C)c1 | 12 | 6 | 0.53 | 1.3 | 32 | 37 | -13[20 µM] | 1.0 | 11
19 | Cc1cc(N(CN2CCCC2=O)C(=O)c2ccc(F)cc2)no1 | 13 | 15 | · | 0.5 | 3 | 2 | -18 | -0.1 | -16
20 | Cc1ccc(C(=O)Nn2cnnc2)cc1[N+](=O)[O-] | · | · | 1.3 | 2.2 | · | -1 | -35[20 µM] | -0.3 | ·
21 | Cc1ccc(/C=C2\Oc3cc(OC(=O)N4CCOCC4)ccc3C2=O)cc1 | 4 | -1 | 0.57 | -0.2 | 7 | -8 | -12 | 0.6 | 10
22 | CCn1c(SCC(=O)Nc2ccccc2C(=O)OC)nnc1-c1cccc(C)c1 | 15 | -5 | -2.1 | -1.9 | -2 | 3 | -16[20 µM] | -1.4 | 8
23 | COC(=O)C(=Cc1ccc(-c2ccsc2C(=O)OC)o1)C(=O)OC | 2 | -3 | 0.11 | 0.1 | 2 | -6 | -12 | -0.6 | -309
24 | CC1CCN(S(=O)(=O)c2ccc(C(=O)NNC(=O)C3CC3)cc2)CC1 | -6 | -23 | 1.1 | 0.1 | -4 | -3 | -30 | 0.8 | 6
25 | CCOc1ccccc1CNc1ccc(N2CCOCC2)c(C(=O)O)c1 | 11 | -21 | 0.022 | 0.6 | -2 | -4 | -14 | 0.3 | -126
26 | O=C(N/N=C1\CCCc2ccccc21)c1cccc(Br)c1 | 1 | -18 | 5.9* | -1.7 | 11 | -2 | -29 | 0.7 | 4
27 | COc1nc(NCC(C)C)nc(Oc2ccc(=O)n(-c3ccccc3)n2)n1 | 5 | 1 | · | 0.2 | 2 | -3 | 1 | 0.4 | -32
28 | CSC(=O)NC12CC3CC(CC(C)(C3)C1)C2 | -2 | -1 | · | 0.1 | -12 | 2 | -16 | -0.1 | -11
29 | COc1ccc(C(=O)C[n+]2ccc3c(c2)nc(-c2ccccc2)n3C)cc1 | 8 | 4 | 0 | 0.2 | 2 | 6 | 5 | 0.7 | 31
30 | COc1cccc(NC(=O)COC(=O)c2cc(S(=O)(=O)N3CCOCC3)ccc2C)c1 | 12 | -14 | 0.92 | 2.9 | -7 | -4 | 0[20 µM] | 0.3 | 9

# The closing 4 entries of the section before open the next one.
no. | SMILES | PPC-1+TRAIL kill | EBV gp42 block | Cl transport mod | zfTRPN1 agonist | Thrombin inh | Tb hexokinase | Furin inhibitor | TRPML3 ag | Calpain2 inh
27 | COc1nc(NCC(C)C)nc(Oc2ccc(=O)n(-c3ccccc3)n2)n1 | 5 | 1 | · | 0.2 | 2 | -3 | 1 | 0.4 | -32
28 | CSC(=O)NC12CC3CC(CC(C)(C3)C1)C2 | -2 | -1 | · | 0.1 | -12 | 2 | -16 | -0.1 | -11
29 | COc1ccc(C(=O)C[n+]2ccc3c(c2)nc(-c2ccccc2)n3C)cc1 | 8 | 4 | 0 | 0.2 | 2 | 6 | 5 | 0.7 | 31
30 | COc1cccc(NC(=O)COC(=O)c2cc(S(=O)(=O)N3CCOCC3)ccc2C)c1 | 12 | -14 | 0.92 | 2.9 | -7 | -4 | 0[20 µM] | 0.3 | 9
31 | CCCCNc1c([N+](=O)[O-])cc(C(=O)O)cc1[N+](=O)[O-] | 22 | 1 | -1.7 | 1.0 | -4 | -4 | -16 | 0.3 | 9
32 | O=c1cc(C(F)(F)F)nc(-c2ccccc2OC(F)(F)F)[nH]1 | 2 | -2 | -0.85 | 1.7 | -5 | 1 | -14 | 0.5 | -20
33 | COc1cc(C(=O)Nc2ccc3c(c2)OCCO3)ccc1OC(C)C | 29 | -2 | -0.44 | 0.4 | 34 | -6 | -17[20 µM] | -0.1 | 8
34 | COc1cccc(NC(=O)CCSc2ccc3ccccc3n2)c1 | -10 | 7 | -3.5 | -2.0 | 1 | 19 | -4 | 0.0 | 28
35 | Cc1cc(NC(=O)CCC(=O)N(c2ccccc2)C(C(=O)NC2CCCC2)c2ccccc2)no1 (stereo not drawn) | 25 | -5 | -0.088 | -1.7 | 2 | -11 | -18[20 µM] | 0.7 | 26
36 | CCn1c(SCC(=O)c2ccccc2)nnc1-c1cccnc1 | 10 | -10 | -1.5 | -1.1 | -7 | -7 | -27 | 0.7 | -32
37 | CC(=O)Nc1nc(C(=O)Nc2c(C)n[nH]c2C)cs1 | 12 | -3 | -0.19 | 1.3 | 3 | -4 | -28 | 0.2 | -2
38 | COc1ccc(/C=C(/C(=O)Nc2ccccc2C(=O)NC(C)C)c2ccccc2)cc1 | 15 | -13 | -0.37 | 0.1 | -1 | -22 | -5 | -0.5 | -8
39 | Cc1nc(Nc2ccncc2)c2oc3ccccc3c2n1 | -6 | -12 | · | 3.6 | -2 | -80 | -15[20 µM] | 0.8 | -18
40 | CCCN(CCO)Cc1cccc(Cl)c1 | 17 | -10 | 2.1 | 0.1 | -5 | 3 | -8[20 µM] | 0.2 | -8
41 | COc1ccccc1C1CC(c2ccc(Cl)cc2)Nc2nc(N)nn21 (stereo not drawn) | -19 | -6 | 0.037 | 3.3 | 0 | -8 | -6 | 1.1 | 18
42 | O=C(COC(=O)c1ccccc1Nc1ccccc1F)c1ccccc1 | 8 | -12 | 0.0085 | 2.4 | -2 | -12 | -17 | 2.0 | 17
43 | O=C(Cc1ccccc1)N[C@H](c1ccccc1)P(=O)(O)CO | 14 | -8 | -0.9 | 0.4 | -7 | 3 | -16 | 1.1 | 7
44 | CCOc1cc(-c2nc(C)c(C(C)=O)n2O)ccc1OCC(=O)Nc1ccc(F)cc1 | -6 | 6 | · | 0.3 | -3 | -21 | -10 | 0.4 | -1
45 | Cc1ccc(C)c2[nH]c(=O)c(CCNC(=O)c3ccc(S(=O)(=O)N(C)C)cc3)cc12 | 9 | 3 | -0.98 | 1.6 | 0 | -12 | -4 | 0.0 | -15
46 | CCCCNC(=O)c1cn(-c2ccc(OCC)cc2)c(=O)c2cc(OC)c(OC)cc12 | 10 | -15 | 0.51 | 0.5 | -1 | -21 | -15[20 µM] | 0.4 | -43
47 | Cc1ccc(C(O)(C(=O)NN(C(=O)c2ccccc2)c2ccccc2)c2ccc(C)cc2)cc1 | 5 | -18 | -0.11 | -2.5 | -8 | -1 | -19 | -0.4 | -13
48 | COc1cccc(C(=O)Nc2ccc3c(c2)C(=O)N(CCC(=O)O)C3=O)c1 | -5 | -19 | 0.64 | -0.7 | 2 | -9 | -29[20 µM] | 1.1 | 34
49 | COc1ccc(CN2C(=O)/C(=C/c3ccc(-c4ccc(Cl)c(C(=O)O)c4)o3)SC2=S)cc1 | 26 | -62 | -1.8 | 2.7 | 4 | 29 | -10 | 0.6 | -23
50 | COC(=O)C1=C(SC)N(c2ccc(OC)cc2)C(c2ccccc2)CC1=O (stereo not drawn) | 12 | -8 | 1 | 2.0 | -6 | -31 | -9 | -0.2 | 17
51 | CCCC(=O)c1cc2c(cc1NC(=O)CC)OCCO2 | 14 | -9 | -1.5 | 0.3 | 3 | -8 | -13 | 0.9 | -61
52 | COc1ccc(OCc2cc(-c3ccc(Cl)cc3)no2)cc1 | 11 | -9 | 0.31 | -0.5 | -8 | -3 | -12 | 0.8 | -12

# Shown with two lines to a compound: part of the list above
# Results follow in this order: PPC-1+TRAIL kill	EBV gp42 block	Cl transport mod	zfTRPN1 agonist	Thrombin inh	Tb hexokinase	Furin inhibitor	TRPML3 ag	Calpain2 inh
52	COc1ccc(OCc2cc(-c3ccc(Cl)cc3)no2)cc1
→ 11	-9	0.31	-0.5	-8	-3	-12	0.8	-12
38	COc1ccc(/C=C(/C(=O)Nc2ccccc2C(=O)NC(C)C)c2ccccc2)cc1
→ 15	-13	-0.37	0.1	-1	-22	-5	-0.5	-8
42	O=C(COC(=O)c1ccccc1Nc1ccccc1F)c1ccccc1
→ 8	-12	0.0085	2.4	-2	-12	-17	2.0	17
37	CC(=O)Nc1nc(C(=O)Nc2c(C)n[nH]c2C)cs1
→ 12	-3	-0.19	1.3	3	-4	-28	0.2	-2
33	COc1cc(C(=O)Nc2ccc3c(c2)OCCO3)ccc1OC(C)C
→ 29	-2	-0.44	0.4	34	-6	-17[20 µM]	-0.1	8
